Compound activity deposited in PubChem by Sanford-Burnham Center for Chemical Genomics.
Jurkat NFkB inh: inhibitors of induced NF-kB luciferase reporter, primary screen, TCR NF-kB activation inhibitor project, cell-based, luminescence, uHTS; 330,000 compounds, 0.53% hits; Jurkat, PMA/ionomycin-induced NF-kB luciferase reporter; inhibition, % at 4 µM; in the data active means inhibition above about 50%
EBI2 block: EBI2 receptor antagonists, beta-arrestin recruitment, primary screen, cell-based, luminescence, 7a,25-OHC stimulation, uHTS. 7a,25-OHC stimulated. AID 651636, 2012. G-protein coupled receptor 183 (Homo sapiens), P32249. 360,000 compounds, 0.81% hits. inhibition, % at 5 µM; in the data active means inhibition above about 38%;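 further: enzyme fragment complementation signal reports receptor beta-arrestin coupling in cells; 0% = agonist plus DMSO wells and 100% = wells without agonist; some results beyond the cut were filed as inactive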
Target sequence (P32249 whole entry, looked up, the tested form may be a part): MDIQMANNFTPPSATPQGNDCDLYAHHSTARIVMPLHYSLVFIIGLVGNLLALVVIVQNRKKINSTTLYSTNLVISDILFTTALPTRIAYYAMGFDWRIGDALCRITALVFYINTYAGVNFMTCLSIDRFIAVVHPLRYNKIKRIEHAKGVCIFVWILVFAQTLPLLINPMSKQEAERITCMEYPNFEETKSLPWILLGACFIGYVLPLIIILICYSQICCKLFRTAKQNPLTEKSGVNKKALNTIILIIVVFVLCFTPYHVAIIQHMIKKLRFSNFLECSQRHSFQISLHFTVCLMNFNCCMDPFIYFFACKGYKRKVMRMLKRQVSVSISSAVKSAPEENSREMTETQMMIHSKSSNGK
697 NFkB inh: inhibitors of PMA/ionomycin-induced NF-kB reporter, 697 cells, primary screen, B-cell NF-kB inhibitor project, cell-based, luminescence, uHTS. inhibition, % at 4 µM. AID 435022, 2010. 697 B-cell NF-kB luciferase reporter, 16 h. 330,000 compounds, 0.33% hits; in the data active means inhibition above about 35%
UBC13 polyUb: UBC13 polyubiquitin chain formation inhibitors, primary screen, biochemical, TR-FRET, uHTS; Ubiquitin-conjugating enzyme E2 N (Homo sapiens), P61088; inhibition, % at 20 µM; 330,000 compounds, 0.47% hits; in the data active means inhibition above about 45%, passing the limit was not always enough
Target sequence (P61088 whole entry, looked up): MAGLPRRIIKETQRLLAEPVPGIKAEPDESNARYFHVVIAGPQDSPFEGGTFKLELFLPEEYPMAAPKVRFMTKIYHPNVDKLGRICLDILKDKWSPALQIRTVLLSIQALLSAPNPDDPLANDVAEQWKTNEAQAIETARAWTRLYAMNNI
Gli-Sufu block: Gli-Sufu pathway antagonists, primary screen, luciferase luminescence, Sufu-KO-LIGHT cells, uHTS; inhibition, % at 5 µM; Sufu-KO-LIGHT fibroblasts, Gli luciferase reporter luminescence; AID 588413, 2011; 340,000 compounds, 0.74% hits;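 active means inhibition above about 55%, limit read from the data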;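 further: 0% = DMSO-treated cells and 100% = wells with medium but no cells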
CCR6 antagonist: CCR6 receptor antagonists, primary screen, cell-based, CHO-K1, luminescence, beta-arrestin, uHTS | C-C chemokine receptor type 6 (Homo sapiens), P51684 | AID 493098, 2011 | inhibition, % at 20 µM | CHO-K1 CCR6 PathHunter beta-arrestin, CCL20-stimulated | 340,000 compounds, 0.49% hits;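 active means compounds whose inhibition of the agonist-driven luminescence signal at 20 µM reaches about 50%, limit read from the data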;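 further: cells stimulated with CCL20 at 14 nM final; plate controls were DMSO with CCL20 for no effect and DMSO without agonist for full effect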
APJ antag: antagonists of human apelin receptor APJ, primary screen, CHO-K1 cells, beta-arrestin complementation, luminescence. P35414. inhibition, % at 20 µM. 330,000 compounds, 0.32% hits. AID 2521, 2010;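 active means inhibition above about 40% at 20 µM, limit read from the data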;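 further: cells challenged with 10 nM apelin-13 agonist together with compound; plate controls were apelin-13 plus DMSO wells for no effect and DMSO wells lacking apelin-13 for full effect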
CXCR6 inh: CXCR6 receptor inhibitors, primary screen, cell-based, beta-arrestin, luminescence, CHO-K1 PathHunter, 1536-well. AID 602244, 2012. inhibition, % at 20 µM. C-X-C chemokine receptor type 6 (Homo sapiens), O00574. 360,000 compounds, 0.36% hits; in the data active means inhibition above about 34%, passing the limit was not always enough;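 further: antagonist mode with CXCL16 agonist at 10 nM final; 0% = 10 nM CXCL16 with DMSO and 100% = unstimulated wells without agonist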
Target sequence (O00574 whole entry, looked up): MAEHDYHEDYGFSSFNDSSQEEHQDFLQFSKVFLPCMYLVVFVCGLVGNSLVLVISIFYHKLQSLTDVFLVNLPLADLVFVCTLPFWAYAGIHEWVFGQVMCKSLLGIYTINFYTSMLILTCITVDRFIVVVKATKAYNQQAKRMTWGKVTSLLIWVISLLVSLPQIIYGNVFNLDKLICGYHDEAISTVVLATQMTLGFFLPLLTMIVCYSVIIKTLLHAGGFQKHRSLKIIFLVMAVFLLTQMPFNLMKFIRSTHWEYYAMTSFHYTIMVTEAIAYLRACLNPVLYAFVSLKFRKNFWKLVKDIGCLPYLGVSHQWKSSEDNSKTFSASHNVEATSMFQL
* hit, by the source's call; . = no result given; & = joins results of further samples. This is a random part of the collection; overall some 3% were active at least once.

SMILES	Jurkat NFkB inh	EBI2 block	697 NFkB inh	UBC13 polyUb	Gli-Sufu block	CCR6 antagonist	APJ antag	CXCR6 inh
Cc1cc(C(=O)NCC(c2ccco2)N2CCCC2)c2ccccc2n1 (centres undefined)	-3	-15	6	-5	7	1	-5	3
COc1ccc(CNC(=O)C(=O)NCCC2CCCCN2S(=O)(=O)c2cccs2)cc1 (centres undefined)	4	8	21	1	16	15	-6	3
CC(C)(Oc1ccc(Cl)cc1)C(=O)Nc1c2c(nn1C(C)(C)C)CS(=O)(=O)C2	3	9	10	-1	-2	14	37	-2
Cc1cccc(CN2C(=O)CCSc3ccc(Cl)cc32)c1	-3	13	-11	2	2	10	11	-9
CCCCNC(=O)[C@H](Cc1c[nH]c2ccccc12)NC(=O)c1ccccc1Cl	7	-8	11	8	-1	10	4	0
Cc1cc(O)c(Sc2ccc(Cl)cc2)c(=O)[nH]1	10	-11	20	9	-6	0	6	-9
CCOCC(=O)N1CCN(c2ccc(F)cc2)CC1	-1	4	20	3	-2	2	6	2
Cc1nc(C(C)NC(=O)CCc2nnc(-c3ccsc3)o2)cs1 (centres undefined)	1	-8	1	18	5	8	1	5
Nc1nn2c(-c3ccccc3)cc(=O)[nH]c2c1N=Nc1ccc(Br)cc1	.	7	.	.	-26	43	.	41*
CCn1c(COc2ccc3c(c2)CCCC3)nnc1SCC(=O)Nc1nccs1	33	-5	-41	-27	0	2	-24	2
CC1(C)OC(c2ccccc2)=C/C(=C/C=C2C(=O)c3ccccc3C2=O)O1	10	10	2	-153	5	59*	36	46*
Cc1cc(C)nc(SCCC(=O)Nc2ccc(F)cc2)n1	10	-1	19	-2	-21	11	1	5
O=C(NCCCN1CCOCC1)c1cc(-c2ccc(Br)cc2)on1	3	4	63*	2	.	-8	9	-12
COc1cccc(-c2nc(CS(=O)(=O)CC(=O)NCc3ccc(Cl)cc3)c(C)o2)c1	-16	2	11	4	8	-7	4	0
Cc1cccc(NC(=O)COc2ccc(/C=N\n3cnnc3)cc2)c1	0	6	-10	-6	-10	0	-3	6
COc1ccc(C)cc1S(=O)(=O)N1CCN(S(=O)(=O)c2cc(C(=O)O)ccc2C)CC1	-7	7	3	-8	-26	11	0	4
COCCNC(=O)CN1CCN(S(=O)(=O)c2ccc3c(c2)CCCC3)CC1	7	6	5	19	2	-2	27	-4
CC(=O)Nc1ccc(/C=N/N2CCCCC2)cc1	-75	2	-44	7	-30	2	-4	-6
Cc1ccc(CNC(=O)CSc2ccsc2[N+](=O)[O-])cc1	-52	3	-48	14	-16	15	12	-5
CC(=O)c1c(C)[nH]c(C(=O)CSc2ccc(F)cc2)c1C	-41	-8	-174	-3	-29	19	1	-11
COc1ccc(CCN2C(=O)N[C@@H](C(C)C)C2=O)cc1	-23	-8	-7	-8	2	7	9	7
O=C1CC[C@@H]2CC3(C[C@@H]4CCN1[C@H]24)Nc1cc([N+](=O)[O-])ccc1NC3=NC1CCCCC1 (some centres undefined)	.	0	.	.	-1	14	.	18
COc1ccc(C2C(C(=O)O)c3ccccc3C(=O)N2C)cc1Br (centres undefined)	3	-5	14	3	-3	-11	-1	3
Cc1ccc(NC2CC(=O)N(c3ccc(N4CCCCC4)cc3)C2=O)cc1 (centres undefined)	2	-3	12	-19	2	1	-3	-8

Structures from the list above that contain bromine (3):
SMILES	Jurkat NFkB inh	EBI2 block	697 NFkB inh	UBC13 polyUb	Gli-Sufu block	CCR6 antagonist	APJ antag	CXCR6 inh
Nc1nn2c(-c3ccccc3)cc(=O)[nH]c2c1N=Nc1ccc(Br)cc1	.	7	.	.	-26	43	.	41*
O=C(NCCCN1CCOCC1)c1cc(-c2ccc(Br)cc2)on1	3	4	63*	2	.	-8	9	-12
COc1ccc(C2C(C(=O)O)c3ccccc3C(=O)N2C)cc1Br (centres undefined)	3	-5	14	3	-3	-11	-1	3

Shown with bars between the fields: part of the list above.
Structure | Jurkat NFkB inh | EBI2 block | 697 NFkB inh | UBC13 polyUb | Gli-Sufu block | CCR6 antagonist | APJ antag | CXCR6 inh
CC(=O)Nc1ccc(/C=N/N2CCCCC2)cc1 | -75 | 2 | -44 | 7 | -30 | 2 | -4 | -6
Cc1ccc(CNC(=O)CSc2ccsc2[N+](=O)[O-])cc1 | -52 | 3 | -48 | 14 | -16 | 15 | 12 | -5
CC(=O)c1c(C)[nH]c(C(=O)CSc2ccc(F)cc2)c1C | -41 | -8 | -174 | -3 | -29 | 19 | 1 | -11
COc1ccc(CCN2C(=O)N[C@@H](C(C)C)C2=O)cc1 | -23 | -8 | -7 | -8 | 2 | 7 | 9 | 7
O=C1CC[C@@H]2CC3(C[C@@H]4CCN1[C@H]24)Nc1cc([N+](=O)[O-])ccc1NC3=NC1CCCCC1 (some centres undefined) | . | 0 | . | . | -1 | 14 | . | 18
COc1ccc(C2C(C(=O)O)c3ccccc3C(=O)N2C)cc1Br (centres undefined) | 3 | -5 | 14 | 3 | -3 | -11 | -1 | 3
Cc1ccc(NC2CC(=O)N(c3ccc(N4CCCCC4)cc3)C2=O)cc1 (centres undefined) | 2 | -3 | 12 | -19 | 2 | 1 | -3 | -8

Continued.
SMILES	Jurkat NFkB inh	EBI2 block	697 NFkB inh	UBC13 polyUb	Gli-Sufu block	CCR6 antagonist	APJ antag	CXCR6 inh
COc1ccc2[nH]c(C)c(CCNC(=S)Nc3cccc(C)c3)c2c1	-7	4	4	11	0	14	-64	0
CCC(c1nnnn1CC1CCCO1)N(CCN1CCOCC1)Cc1cc2cc(C)ccc2[nH]c1=O (centres undefined)	.	-1	.	.	2	3	.	-4
COC(=O)C(Cc1ccccc1)NC(=O)CNC(=O)c1ccc(Br)cc1 (centres undefined)	-8	-6	-11	-7	-18	-13	-28	1
Cc1ccccc1NC(=O)CCCC(=O)c1ccccc1	11	4	11	8	11	14	9	2
COC(=O)c1cn(NC(=O)C2CCCCC2)c(=O)c2ccccc12	14	3	-30	-5	7	-5	-2	7
O=C(Nc1ccc(C2=CN(Cc3ccccc3)CCC2=O)cc1)OCc1ccccc1	5	-20	3	2	-6	-2	5	-13
CS(=O)(=O)CCC(C(=O)O)N1C(=O)c2ccc(Oc3ccc(Cl)cc3)cc2C1=O (centres undefined)	-1	3	-3	-4	8	5	-15	-7
C/C(=N\Nc1ccc(Cl)c(C(=O)O)c1)c1cccs1	5	-2	-1	7	-10	3	0	-3
O=C(O)Cn1ccc2ccccc21	12	-8	-4	2	-1	-6	7	-1
Cc1c(NC(=O)C2CCN(S(=O)(=O)c3ccc(Cl)cc3)CC2)c(=O)n(-c2ccccc2)n1C	3	5	15	-8	4	6	0	2
COc1ccc(Cn2c(=O)sc3ccccc32)cc1	9	2	1	31	-4	17	-6	-7
CCNc1c2c(nc3ccccc13)CC(C)(C)CC2=O	4	-2	-3	-4	7	6	5	1

Arranged by the number under CCR6 antagonist (high to low): some entries from above.
mol | Jurkat NFkB inh | EBI2 block | 697 NFkB inh | UBC13 polyUb | CCR6 antagonist | APJ antag | CXCR6 inh
COc1ccc(C)cc1S(=O)(=O)N1CCN(S(=O)(=O)c2cc(C(=O)O)ccc2C)CC1 | -7 | 7 | 3 | -8 | 11 | 0 | 4
CCCCNC(=O)[C@H](Cc1c[nH]c2ccccc12)NC(=O)c1ccccc1Cl | 7 | -8 | 11 | 8 | 10 | 4 | 0
COc1ccc(CCN2C(=O)N[C@@H](C(C)C)C2=O)cc1 | -23 | -8 | -7 | -8 | 7 | 9 | 7
CCNc1c2c(nc3ccccc13)CC(C)(C)CC2=O | 4 | -2 | -3 | -4 | 6 | 5 | 1
COC(=O)c1cn(NC(=O)C2CCCCC2)c(=O)c2ccccc12 | 14 | 3 | -30 | -5 | -5 | -2 | 7

Additional records follow:
SMILES	Jurkat NFkB inh	EBI2 block	697 NFkB inh	UBC13 polyUb	Gli-Sufu block	CCR6 antagonist	APJ antag	CXCR6 inh
CCOc1cc(/C=N/NC(=O)COc2cccc(C)c2)ccc1OC(=O)c1cccs1	-31	-29	-34	-3	4	3	-8	-3
CCOC(=O)c1c(NC(=O)COc2ccccc2)sc2c1CC(C)(C)NC2(C)C	1	-40	-30	40	14	6	-1	-16
CC1CCCC(C(=O)O)N1C(=O)CCS (centres undefined)	-1	-3	5	2	25	-11	5	3
CN(C)CCn1c2c(c(SCC(=O)Nc3cccc4ccccc34)nc1=O)CCCC2	-5	7	0	6	15	9	7	6
COc1nc(OCCNC(C)=O)nc(N(C)C)n1	1	-2	24	13	10	-2	1	56*
O=c1ccnc(SCCc2ccc([N+](=O)[O-])cc2)[nH]1	-12	-6	-12	2	9	4	0	-1
COc1ccc(C2(CNC(=O)c3cccc([N+](=O)[O-])c3)CCCCC2)cc1OC	-2	6	-13	2	5	1	-3	6
CC(C)(C)OC(=O)[C@H](CCCCN)NC(=O)c1nc[nH]c1C(=O)N[C@@H](CCCCN)C(=O)OC(C)(C)C	-1	-8	9	7	-16	3	5	-5
CCc1ccc(/C=C2/Sc3ccccc3N(CC(=O)NCCCOC)C2=O)cc1	26	.	-12	15	.	.	1	.
COc1ccc(C(CNC(=O)c2ccc(S(=O)(=O)N3CC(C)CC(C)C3)cc2)N(C)C)cc1 (centres undefined)	11	4	1	36	5	4	7	15
O=C1CC(c2ccccc2Cl)CC(O)=C1C=NCCCO (centres undefined)	7	1	9	-2	10	2	20	-6
Cc1cc2c(cc1S(=O)(=O)CCC(=O)N(C)Cc1ccccc1)OCC(=O)N2	-9	-3	-9	4	9	12	4	-8
CCOc1ccc(OCC)c(NC(=O)Cn2cccc2)c1	-16	-8	-22	0	12	-2	-1	2
COCCNC(=O)COc1ccc(Oc2ccccc2)cc1	-7	3	-21	-8	3	1	-6	-7
CCc1ccccc1NS(=O)(=O)c1cc2c3c(c1)CCN3C(=O)CC2	3	2	-2	-2	3	13	-50	0
CCOCCCn1c(=NC(C)=O)c(C(=O)OCC)cc2c(=O)n3ccccc3nc21	4	-16&-8	24	13	-21&0	-4&-3	9	6&1
CC1CN(C(=O)N2c3ccccc3Sc3ccccc32)C(C)CC1=O (centres undefined)	5	27	2	16	1	24	4	7
CN(CCc1ccccc1)C(=O)c1cccc(NC(=O)Cc2cccc(NC(=O)C3CCN(C(=O)C4CCC4)CC3)c2)c1	.	-11	.	.	9	13	.	-7
CC(C)=CC(=O)N1CCC(N2CCC(C(=O)N3CCOCC3)CC2)CC1	6	-3	10	7	7	2	-8	-3
OCC(O)/C=N/Nc1nc2ccccc2s1 (centres undefined)	-1	1	-12	9	-10	15	10	-9
O=C(Oc1cccc(N2C(=O)CCC2=O)c1)C1CC(=O)N(c2ccc(F)cc2)C1 (centres undefined)	4	8	15	11	4	-6	-16	-6
O=C(COC(=O)Cn1c(C(F)(F)F)nc2ccccc21)Nc1ccc2c(c1)OCCO2	-3	-10	-4	-2	0	-5	9	-4
CCCOC(=O)CN1C(=O)c2ccc(C(=O)OCCC)cc2C1=O	-1	-10	24	7	2	-2	20	-1
CCN(CC)c1ccc2nc3c4ccccc4c(=O)cc-3oc2c1	-135	.	-195	-20	0	10	-11	.
COc1ccccc1N1CCN(CCN2C(=O)CC(=C3c4ccccc4-c4ccccc43)C2=O)CC1	9	.	8	-2	-30	8	-1	.
CCCCCc1nnc(NC(=O)c2ccc(N3CCCC3=O)cc2)s1	16	0	-16	13	0	3	2	1
Cc1cc(C)c2nc(N3C(=O)C(O)=C(C(=O)c4ccco4)C3c3ccc(O)cc3)sc2c1 (centres undefined)	-12	11	-40	-20	7	4	-13	6
CCc1ccc(NC(=O)CCC(=O)Nc2nnc(C(C)C)s2)cc1	10	-1	-6	-2	-19	17	-4	0
NC1=NC[C@H](Cc2ccc(O)cc2)N1CCc1cccc(F)c1	8	-6	10	8	-4	-4	27	0
